A549 viability: Nrf2 qHTS screen for inhibitors: counterscreen for cytotoxicity; A549 ARE-Fluc cells, CellTiter-Fluor viability, 18-24 h; Potency, µM (series often up to 46 µM), for inactives: at the top dose activity change, negative = cytotoxicity, hits mostly inhibitors; 0.16% of 390,000 active; further: potency means the concentration at half of the fitted maximal effect; on the % scale 0 is the no-effect control and ±100 the full control effect
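A549 ARE-Fluc cells in 5% FBS OPTI-MEM, 5000 cells/well, rested 2 h then exposed to compounds in concentration-response for 18-24 h at 37 °C. Viability by CellTiter-Fluor fluorescence (Ex 405/Em 525) after 30 min; luciferase luminescence (BugLite, 15 min, RT) read afterwards.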
S2 tox: Viability Counterscreen for Primary qHTS for Inhibitors of ATXN expression | AID 651635, 2014 | Potency, µM (series often up to 56.7 µM), hits mostly cytotoxic | 0.49% of 400,000 active | S2 cells (HEK-293 line with an ATXN2-luciferase reporter) viability, CellTiter-Fluor protease fluorescence, 24 h; further: potency means the concentration at half of the fitted maximal effect; nearly all actives have a fitted effect of over 40% in size
TGFb inhibitor: qHTS for Inhibitors of TGF-b. 1.2% of 410,000 active. AID 588855, 2011. HepG2 CAGA-GFP TGF-b/SMAD3 reporter, GFP fluorescence, 18 h; TGF-beta stimulated, 500 pg/mL final. Potency, µM (titrated, usually from 46.1 µM), without a hit: at the top dose activity, negative = inhibition, usual class: inhibitors; further: potency means the concentration at half of the fitted maximal effect; on the % scale 0 is the no-effect control and ±100 the full control effect; nearly all actives have a fitted effect of over 65% in size
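TGF-beta reporter screen: HEPG2 CAGA-GFP, 1% FBS, 500 pg/mL TGF-beta final, 18 h; per-cell GFP summed per well; curves fitted and categorized by class.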
Nrf2 block: Nrf2 qHTS screen for inhibitors. 2.1% of 360,000 active. A549 ARE-Fluc reporter, luciferase luminescence, 18-24 h. Potency, µM (series often up to 46 µM), inactives show top-dose activity change, negative = inhibition, actives largely listed as inhibitors. AID 504444, 2011; further: potency means the concentration at half of the fitted maximal effect; on the % scale 0 is the no-effect control and ±100 the full control effect; nearly all actives have a fitted effect of over 60% in size
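Concentration-response testing used A549 ARE_Fluc cells at 5000 cells/well. Following an 18-24 h compound incubation, viability was read by fluorescence (Ex 405/Em 525) and luciferase output by luminescence.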
MmCpn inh: Inhibitors of TCP-1 ring complex (TRiC) of Methanococcus maripaludis (MmCpn): qHTS; Chaperonin Mm-Cpn (Methanococcus maripaludis); purified Mm-Cpn ATPase, ADP Transcreener TR-FRET; Potency, µM (top dose mostly 76.9 µM), for the others: at the top dose activity, negative = inhibition, actives largely listed as inhibitors; 0.031% of 330,000 active; AID 504842, 2011; further: potency means the concentration at half of the fitted maximal effect; on the % scale 0 is the no-effect control and ±100 the full control effect; nearly all actives have a fitted effect of over 80% in size
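Eu-cryptate anti-ADP/ADP-d2 competition gives a ratio inversely related to ADP. Enzyme at 25 nM was pre-exposed to compound for 10 min, then given 10 uM ATP for 30 min, 37°C throughout.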
Akt phos inh: HTS Assay for Inhibitors of Akt Phophorylation: Primary Screen. Neuro2A IGF-stimulated pAkt S473 HTRF, 20 min; hits give low values. activity change, % for hits at 50 µM. 0.32% of 360,000 active; in the data active means activity change below about -80%; inconclusive means mostly about -51% to -80%; further: on the % scale 0 is the no-effect control and ±100 the full control effect
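Single-point screen (50 µM final compound) in Neuro2A cells stimulated 20 min with 6 nM IGF at 37 deg C. After lysis, Ser473-phosphorylated Akt read by HTRF (ex 330 nm, em 615/665 nm) as the 665/615 ratio.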
Nrf2 activator: qHTS of Nrf2 Activators. AREc32 ARE-luciferase reporter (MCF7-derived line), luminescence, 24 h. Potency, µM (series often up to 46.1 µM), for the others: at the highest dose activation, most hits filed as activators. 0.31% of 410,000 active; further: potency means the concentration at half of the fitted maximal effect; % of control where 0% means no effect; nearly all actives have a fitted effect of over 65% in size
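Luciferase luminescence (Steady-Glo, 30 min at room temperature) served as the read-out of ARE activation in AREc32 cells treated with compounds for 24 hr at 37 deg C.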
CCT chaperon mod: High-Throughput Screening for Modulators of Cytosolic Chaperonin Activity; purified chaperonin ATPase assay, HTRF ADP detection, 30 min; activity change, % (test concentration not listed), hits read low; 0.3% of 360,000 active; AID 651819, 2012; in the data active means activity change below about -30%; further: on the % scale 0 is the no-effect control and ±100 the full control effect
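First, chaperonin was dispensed at 40 nM or 20 nM final depending on batch activity. Next, compounds were pinned at 76 uM and ATP added at 10 uM. After 30 min at 37 °C, ADP detection reagents ran 30 min at ambient temperature.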
HepG2 viability: qHTS for Inhibitors of TGF-b: Cytotox Counterscreen; HepG2 CAGA-GFP viability, ATP luminescence, 18 h; Potency, µM (top dose mostly 46.1 µM), without a hit: top-dose activity change, negative = cytotoxicity, most hits filed as cytotoxic; 0.76% of 410,000 active; AID 588856, 2011; further: potency means the concentration at half of the fitted maximal effect; some results filed as inactive show a strong effect at the top dose
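HepG2 CAGA-GFP cells (1000/well, DMEM with 1% FBS) received compound, then TGF-beta at 500 pg/mL final, and were incubated 18 hours at 37 degrees C. Viability was read by CellTiter-Glo luminescence. Media-only wells were set as complete cell-killing and DMSO as no toxicity.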
* marks the source's active call; other numbers are inactive results; i = inactive; ? = inconclusive; nt = not tested or not shown; & = joins results of further samples; [ ] = remark or other dose. Unless noted, the call rests on the fitted dose curve; in most records, active means well fitted curve in the direction sought with a large enough effect; inconclusive means small, poorly fitted or top-dose-only effect, or another doubt; inactive means no such curve, though single readings can be large; an effect the other way counts as inactive or inconclusive. This is a random part of the collection, and some 4.4% of all compounds hit somewhere here.

item	SMILES	A549 viability	S2 tox	TGFb inhibitor	Nrf2 block	MmCpn inh	Akt phos inh	Nrf2 activator	CCT chaperon mod	HepG2 viability
1	Cc1cc(NC(=O)c2cc3n(n2)C(C(F)(F)F)CC(c2ccc(Cl)c(Cl)c2)N3)no1 (stereo unspecified)	nt	i	-12%	?	1%	i	-0.2%	-0.5	-23%
2	CCN(CC)CCN1C(=O)C(=O)/C(=C(/O)c2c(C)[nH]c(C(=O)OC)c2C)C1c1cccs1 (stereo unspecified)	-1%	i	-19%	7%	2%	i	0.7%	2.0	-17%
3	COC(=O)COc1ccc(Oc2nc(NC(C)(C)C)nc(N3CCOCC3)n2)nn1	-7%	i	8%	5%	nt	nt	0.6%	nt	1%
4	C=CCN(c1ccccc1)S(=O)(=O)c1cccc(C(=O)OCC(=O)NCCOC)c1	3%	i	4%	11%	2%	i	-1.4%	-2.2	-41%
5	C=CCN(c1ccc(C(=O)NCCc2ccccc2)cc1)S(C)(=O)=O	2%	i	-7%	nt	1%	nt	0.1%	-1.2	-12%
6	CCCNC(=O)C(Cc1cccc(OC)c1)NC(=O)c1ccc(C#N)cc1 (stereo unspecified)	3%	i	5%	1%	-2%	i	-0.6%	-4.7	-17%
7	O=C(Nc1ccc(Cl)cn1)c1cccc(S(=O)(=O)N2CCCCC2)c1	-2%	i	-1%	-29%	2%	i	-0.4%	-1.8	-16%
8	O=C(c1cccnc1)c1ncc(C(F)(F)F)cc1Cl	4%	i	9%	0%	2%	i	-0.2%	-1.8	-1%
9	O=C(N/N=C/c1cccc(F)c1)c1cc(-c2ccco2)nc2ccccc12	?	?	0%	7%	-2%	i	16%	-3.0	-27%
10	C=CCc1cccc2cc(C(=O)Nc3ccc(CC(=O)O)cc3)c(=O)oc12	-1%	i	-29%	?	-8%[15.4 µM]	i	-0.6%	-2.9	0%
11	CC(c1cccs1)N(C)Cc1nc(CCc2ccccc2)no1 (stereo unspecified)	16%	i	12%	2%	0%	i	0.3%	-0.6	6%
12	Cc1cc(=O)oc(C)c1C(=O)Nc1cccc(F)c1	?	i	0%	?	0%	i	-0.8%	1.7	-13%
13	COCCNc1nc(C(C)(C)C)nc2c1nnn2Cc1ccccc1Cl	-1%	i	?	-27%	4%	i	-0.2%	1.5	-99%
14	O=C1NC(Nc2ccccn2)(C(F)(F)F)C(=O)N1c1ccc(F)cc1 (stereo unspecified)	4%[1.84 µM]	i	-17%	?	1%	i	-0.3%	1.8	-2%
15	CC(=O)Nc1ccc(NC(=O)CNC(=O)COc2ccccc2)cc1	-2%	i	3%	?	-2%	i	2.3%	2.3	8%
16	COC(=O)c1ccc(NC(=O)C2CCCN2S(=O)(=O)c2ccc(C)cc2)cc1 (stereo unspecified)	-1%	i	0%	2%	2%	i	0.3%	-1.3	-25%
17	O=C(CN1C(=O)NC2(CCc3ccccc32)C1=O)c1ccc(Br)s1 (stereo unspecified)	2%	i	-7%	2%	-25%	i	-0.1%	0.4	-12%
18	O=C(Nc1ccc2[nH]c(=O)[nH]c2c1)c1ccc(Br)o1	-14%	i	17%	3%	-3%	i	9.5%	-0.9	-1%
19	Cn1c(N)c(C(=O)COC(=O)CCc2c[nH]c3ccccc23)c(=O)n(C)c1=O	12%	i	3%	nt	-3%	i	-0.4%	0.4	-3%
20	O=C(NCCc1ccccc1)c1ccc2c(c1)S(=O)(=O)c1cc(Cl)ccc1C2=O	-8%	i	-22%	-17%	-4%	i	12%	-2.0	-28%
21	CCOC(=O)COn1c(=O)c(-c2ccc(OC)cc2)[n+]([O-])c2ccccc21	-13%	i	-7%	?	-2%	i	-0.2%	1.2	0%
22	O=C1CN(C(=O)COc2ccc(Br)cc2F)c2ccccc2N1	17%	i	-4%	-26%	0%	i	-0.6%[9.22 µM]	-0.2	-26%
23	CCCN(CCC)C(=O)Nc1cc(Cl)ccc1OC	0%	i	15%	-1%	-1%	i	-0.5%	0.8	-1%
24	Cc1cc(Cl)ccc1NC(=O)/C=N/O	11%	i	-11%	16%	-1%	i	4.2%	-21	-16%
25	COc1c(C)cc(C(=O)C2CCCN(C(=O)c3cc(C)nc(C)n3)C2)cc1C (stereo unspecified)	1%	i	1%	7%	1%	i	2.4%	-1.3	-7%

Structures from the list above that have a tert-butyl group, in the order listed:
item	SMILES	A549 viability	S2 tox	TGFb inhibitor	Nrf2 block	MmCpn inh	Akt phos inh	Nrf2 activator	CCT chaperon mod	HepG2 viability
3	COC(=O)COc1ccc(Oc2nc(NC(C)(C)C)nc(N3CCOCC3)n2)nn1	-7%	i	8%	5%	nt	nt	0.6%	nt	1%
13	COCCNc1nc(C(C)(C)C)nc2c1nnn2Cc1ccccc1Cl	-1%	i	?	-27%	4%	i	-0.2%	1.5	-99%

Later entries
item	SMILES	A549 viability	S2 tox	TGFb inhibitor	Nrf2 block	MmCpn inh	Akt phos inh	Nrf2 activator	CCT chaperon mod	HepG2 viability
26	Cc1cc(S(=O)(=O)N2CCN(c3ccc(F)cc3)CC2)c(C)s1	3%	i	?	?	0%	i	-0.8%	-1.8	-48%
27	CC(=O)NC1=C(C#N)C(c2ccccc2)c2c(ccc3ccccc23)O1 (stereo unspecified)	-19%	i	-29%	?	-1%	i	0.4%	1.7	-17%
28	COC(=O)C(NC(=O)CCc1c(C)nc2c(c(C)nn2-c2ccccc2)c1C)C(C)C (stereo unspecified)	0%&-1%	i	?	?	1%	i	0.2%&-0.6%	-1.5	-16%&-35%
29	O=C(Nc1ccc(NC(=O)c2ccccc2O)cc1)Nc1ccc(F)cc1F	-11%	i	20%	2%	-5%	i	-0.2%	2.7	2%
30	CN1C(C(=O)NCc2cccs2)=CC(c2ccc(F)cc2)=NS1(=O)=O	1%	i	-25%	6%	-2%	nt	1.8%	2.0	-51%
31	CC1(C)NC(=O)N(CC(O)COc2ccccc2C(=O)N2CCCCC2)C1=O (stereo unspecified)	-1%	i	-3%	nt	-1%	i	-0.5%	0.2	3%
32	COc1ccc(NC(=O)CN2C(=O)NC3(CCCCC3C)C2=O)cc1OC (stereo unspecified)	-6%	i	0%	6%	0%	i	-0.3%	-0.9	-1%
33	CCOC(=O)c1cccc(NC(=O)C2CCN(S(=O)(=O)c3cnc[nH]3)CC2)c1	-9%	i	-1%	1%	?	i	-1.3%	-0.6	-18%
34	CC(=O)Oc1ccc(-c2csc(Nc3cccnc3)n2)cc1	-6%	i	-27%	12%	-10%	i	0.5%	-0.2	13%
35	Cc1cc(C)c(C(=O)COC(=O)c2cc([N+](=O)[O-])ccc2N2CCOCC2)cc1C	-5%	i	13%	5%	2%	i	0.4%	1.1	10%
36	Nc1ncnc2c1ncn2[C@@H]1O[C@H](C(=O)Nc2ccc(C(=O)N3CCCCC3)cc2)[C@@H](O)[C@H]1O	nt	i	15%	nt	nt	i	-0.3%	-1.1	2%
37	COc1ccc(-c2[nH]ncc2C=O)cc1	1%	i	-13%	20%	3%	i	4.1%	1.8	-29%
38	O=C(O)c1cccc(N2C(=O)C3C4C=CC(C4=C(c4ccccc4)c4ccccc4)C3C2=O)c1 (stereo unspecified)	10%	i	0%	1%	-6%	i	2.0%	0.1	-2%
39	CCOC(=O)N1CCC(NC(=O)CC(NS(=O)(=O)c2ccc(C)cc2)c2ccco2)CC1 (stereo unspecified)	-5%	i	7%	10%	-1%	i	0.1%	-9.4	2%
40	CC(C)(C)c1cc(NC(=O)c2cccnc2)no1	-2%	i	-14%	nt	-2%	nt	0.5%	-1.3	-2%
41	O=C(Nc1ccccc1OCc1cc(=O)n2ccccc2n1)c1ccccc1F	8%	nt	1%	nt	nt	nt	5.7%	nt	-6%
42	CC(=O)Nc1cccc(N2CCCC2=O)c1	-3%	i	2%	4%	1%	i	0.1%	-0.1	4%
43	Cc1ccc2c(c1)N(C(=O)CCC(=O)NCCCN1CCOCC1)CCO2	1%	i	3%	17%	-4%	i	-0.3%	-0.7	-6%
44	COc1ccccc1-n1c(=O)n(C)c2c(C(N)=O)nc(-c3cccc(OC)c3OC)nc21	-23%	i	-2%	nt	nt	nt	-0.6%	nt	-1%
45	O=C(CCS(=O)(=O)c1ccccc1)Nc1ccc(N2CCN(Cc3ccccc3)CC2)cc1	1%	i	-1%	17%	-1%	i	0.1%	-1.1	-2%
46	CCOc1ccc(S(=O)(=O)N2CCN(c3ccccc3)CC2)c2cccnc12	1%	?	?	-6%	-3%	i	-0.6%	-4.5	-18%
47	CCCCCCNC(=O)N1C/C=C\C(c2ccc(OC)cc2)N(Cc2ccc(F)cc2)C(=O)C1 (stereo unspecified)	-12%&-7%	i	?	?	1%	i	0.5%	3.2	-23%&-21%
48	O=C(CSCc1c(Cl)cccc1Cl)Nc1ccc2c(c1)OCO2	-10%	i	-2%	-16%	2%	i	-0.6%	2.5	-28%
49	Cc1ccc(C(C)C)c(OCC(=O)N/N=C/c2cccn2C)c1	0%	i	?	?	-4%	i	0.0%	0.5	-14%

Bioassay records deposited in PubChem by National Center for Advancing Translational Sciences (NCATS).
